Screening results as filed in PubChem.
Hsp70 activator = switches on Hsp70 transcription | HeLa Hsp70 promoter luciferase reporter, luminescence; scaled: vehicle 0, proteasome-inhibitor control 100% | activation, % at 10 µM | hit rate 0.04% among 200,000 | AID 1203;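 active means activation above the mean across all tested compounds plus 3 SD, cutoff set per campaign, cut at about 5.5% in these data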;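 further: 100% = MG132 at 30 µM as the positive control and 0% = DMSO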
G6PDH counter = L. mesenteroides G6PDH inhibition counter-screen; Purified L. mesenteroides G6PDH, diaphorase/resazurin coupled fluorescence, 45 min; inhibition, % at 5 µM; hit rate 0.12% among 200,000; AID 1020; in the data active means inhibition above about 50%
STAT3 act = activators of IL-6 induced STAT3 signaling. U3A cells, IL-6 STAT3-luciferase reporter, luminescence; 100% = signal with IL-6 EC80 alone. hit rate 0.91% among 190,000. activation (% of control), % at 5.6 µM. AID 871;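 active means activation above the screen-wide mean of compound activation plus 3 SD, cut at about 130% in these data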;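 further: 0% = background luminescence of wells with medium and substrate only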
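System – human U3A cells carrying STAT3-luciferase construct · Probe or stimulus – Interleukin-6, 33 ng/mL · Schedule – compound 1 h, then IL-6 6 h at 37 °C · Signal – luminescence from STAT3-driven luciferase reporter · Evaluation – percent of IL-6-only median luminescence · Benchmarks – IL-6-only high control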
Diaphorase inh = inhibits diaphorase or chemically oxidizes, flagging diaphorase assay artifacts; diaphorase resazurin-to-resorufin fluorescence, NADH, 16 min; bacterial (C. kluyveri) enzyme, not human; inhibition, % at 20 µM; hit rate 0.69% among 190,000;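 active means primary screen inhibition at 20 µM above a set limit, cut at about 50% in these data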;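 further: plate controls were DMSO with full reaction for no effect and wells lacking NADH for full effect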
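controls = No-NADH positive control and DMSO neutral control | system = Clostridium kluyveri diaphorase enzyme | timing = reaction incubation of 16 min at room temperature | signal = resorufin fluorescence 544/590 nm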
STAT3 inh = reduces IL-6 driven STAT3 reporter signal; U3A cells, IL-6 STAT3-luciferase reporter, luminescence; host cell line lacks STAT1; inhibition, % at 5.5 µM; hit rate 0.89% among 190,000;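 active means inhibition above the mean inhibition across all screened compounds plus 3 SD, cut at about 44% in these data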;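 further: 0% = DMSO only wells and 100% = 100 µM nifuroxazide control wells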
STAT1 activator = activators of IFN-gamma induced STAT1 signaling; NIH 3T3 STAT1-luciferase reporter, luminescence; 100% = IFN-gamma alone, no compound; activation (% of control), % at 5.5 µM; hit rate 2.6% among 200,000; AID 932;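 active means activation above the screen-wide mean activation plus 3 SD, cut at about 130% in these data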;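 further: raw ratio to IFN-gamma control signal so 100% means no change and 0% no light; values of inactives mirror those of a sister screen read the other way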
STAT1 inh = STAT1 signaling inhibition; NIH 3T3 STAT1-luciferase reporter, IFN-gamma, luminescence; inhibition, % at 5.5 µM; hit rate 0.35% among 200,000;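 active means inhibition above a set limit, the mean inhibition across all tested compounds plus 3 SD, cut at about 34% in these data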;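 further: 0% = IFN-gamma with DMSO and 100% = IFN-gamma with 300 µM nifuroxazide; values of inactives mirror those of a sister screen read the other way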
TLR4-MyD88 BLA = TLR4-MyD88 interaction inhibition in cells; O00206+Q99836; HeLa CL3-4 TLR4/MyD88 BLA complementation, FRET ratio; inhibition, % at 8.4 µM; hit rate 0.18% among 200,000; in the data active means inhibition above about 25%;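 further: 0% = vehicle and 100% = reference inhibitor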
Target sequence (O00206 whole entry, looked up): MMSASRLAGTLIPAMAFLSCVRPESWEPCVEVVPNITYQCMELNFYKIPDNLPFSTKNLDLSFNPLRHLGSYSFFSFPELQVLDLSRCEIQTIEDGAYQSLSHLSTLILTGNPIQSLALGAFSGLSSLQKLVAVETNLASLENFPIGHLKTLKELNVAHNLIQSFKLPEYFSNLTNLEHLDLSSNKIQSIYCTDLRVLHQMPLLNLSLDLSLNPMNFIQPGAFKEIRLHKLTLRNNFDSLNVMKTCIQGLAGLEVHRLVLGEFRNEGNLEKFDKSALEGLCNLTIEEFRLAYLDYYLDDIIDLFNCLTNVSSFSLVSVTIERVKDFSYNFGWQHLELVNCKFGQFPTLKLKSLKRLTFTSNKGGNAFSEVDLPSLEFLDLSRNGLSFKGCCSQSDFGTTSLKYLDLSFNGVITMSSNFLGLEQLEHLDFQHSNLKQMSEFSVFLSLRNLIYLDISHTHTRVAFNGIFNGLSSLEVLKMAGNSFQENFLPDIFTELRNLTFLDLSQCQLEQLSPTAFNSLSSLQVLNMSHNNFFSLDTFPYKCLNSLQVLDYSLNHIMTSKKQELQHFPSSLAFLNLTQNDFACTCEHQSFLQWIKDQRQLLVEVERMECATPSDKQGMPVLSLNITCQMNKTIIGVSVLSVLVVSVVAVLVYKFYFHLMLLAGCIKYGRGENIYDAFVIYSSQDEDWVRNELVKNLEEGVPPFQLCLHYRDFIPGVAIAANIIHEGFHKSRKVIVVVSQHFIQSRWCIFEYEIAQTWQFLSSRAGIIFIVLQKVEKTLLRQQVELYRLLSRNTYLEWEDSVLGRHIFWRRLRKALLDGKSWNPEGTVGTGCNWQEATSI
Target sequence (Q99836 whole entry, looked up): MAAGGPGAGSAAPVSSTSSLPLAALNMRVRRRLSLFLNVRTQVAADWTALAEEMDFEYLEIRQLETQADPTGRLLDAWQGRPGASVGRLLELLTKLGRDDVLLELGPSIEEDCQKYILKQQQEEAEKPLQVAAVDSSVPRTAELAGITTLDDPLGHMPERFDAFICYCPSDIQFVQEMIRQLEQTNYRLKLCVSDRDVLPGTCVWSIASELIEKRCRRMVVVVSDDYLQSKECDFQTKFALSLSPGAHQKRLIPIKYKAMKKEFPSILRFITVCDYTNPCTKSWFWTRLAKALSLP
APP transl inh = APP translation inhibition; SH-SY5Y APP 5'UTR-luciferase reporter, luminescence; inhibition, % at 2 µM; hit rate 0.82% among 190,000;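 active means inhibition above a set limit, derived from the sample mean plus 3 SD, cut at about 45% in these data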; further: values of inactives mirror those of a sister screen read the other way
Diaphorase act = activates diaphorase or chemically reduces, flagging diaphorase assay artifacts | activation factor at 20 µM | hit rate 0.005% among 190,000 | Diaphorase/resazurin coupled assay, resorufin fluorescence, 16 min; active compounds read high; 1 = vehicle wells, 0 = NADH-free wells;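 active means diaphorase activity raised at least twofold by the compound at 20 µM; inactive means activation factor below 2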
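test system = bacterial diaphorase enzyme (C. kluyveri) | quantity = enzyme 0.07 U/mL final | reagent = NADH substrate 0.114 mM plus resazurin dye 0.1 mM, final | incubation = 16 min enzyme reaction, ambient temperature | buffer or medium = HEPES pH 7.4 buffer with MgCl2 and Tween 20 | signal = fluorescence of resorufin, 544 nm excitation, 590 nm emission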
The depositor's hits bear a star; . = no result given. Hits appear at their usual frequency; 6.1% or so of the library scored in one or more.

SMILES	Hsp70 activator	G6PDH counter	STAT3 act	Diaphorase inh	STAT3 inh	STAT1 activator	STAT1 inh	TLR4-MyD88 BLA	APP transl inh	Diaphorase act
COc1ccc(-c2nc3c(-c4ccc(Cl)cc4)cnn3cc2C)cc1F	-0.3	15.6	86.5	11.9	19.6	95.4	3.5	-1.1	-6.3	0.9
Cc1ccc(C(=O)CC2SC(N)=NC2=O)cc1 (centres undefined)	0.0	-12.2	100.9	7.4	8.2	99.1	4.4	-5.4	7.0	0.9
C=C(C)C1Cc2c(C)nn(-c3cccc4ccccc34)c2C1 (centres undefined)	-0.1	-2.8	96.7	9.3	1.0	99.6	0.4	7.3	0.4	0.9
Cc1c(NC(=O)C(C)OC(=O)c2cc3c4ccccc4n(C)c3s2)c(=O)n(-c2ccccc2)n1C (centres undefined)	-0.3	-18.5	114.5	29.8	-12.2	100.2	-0.3	-3.7	-18.1	0.7
O=C(Nc1nccs1)c1ccc(-c2ccc([N+](=O)[O-])cc2)o1	0.4	16.5	81.2	5.0	25.8	151.2*	-58.1	10.2	-103.0	0.9
Cc1cccc(C)c1NC(=O)Nc1ccc2c(c1)OCO2	0.1	4.8	106.2	14.1	-7.0	111.2	-11.2	-1.5	-28.8	0.9
CCCOc1cc(C)c(S(=O)(=O)N2CCOCC2)cc1C	-0.2	1.7	107.8	-6.3	-6.7	95.2	5.4	1.6	6.5	1.1
O=c1cc(O)nc(SCc2ccc(Cl)cc2)[nH]1	-0.2	3.1	104.6	23.4	-3.4	97.7	2.5	14.3	-2.9	0.8
CCOc1ccc(NC(C)c2cc(Cl)ccc2O)cc1 (centres undefined)	-0.5	-10.8	99.3	27.4	4.6	104.4	2.0	5.4	-14.9	0.7
COc1cc(C(=O)NCc2nnc(SCC(=O)NCc3ccccc3)o2)cc(OC)c1OC	0.7	3.7	104.3	19.4	-5.3	105.9	-2.4	-2.6	16.8	0.8
Cc1c(NC(=O)COC(=O)C(c2ccc(Cl)cc2)C(C)C)c(=O)n(-c2ccccc2)n1C (centres undefined)	-0.2	4.6	98.3	10.4	0.5	93.1	7.5	11.7	.	0.9
Cc1cc(C(=O)N=Nc2c(O)n(C(C)C)c3ccccc23)n[nH]1	0.3	4.3	79.0	54.0*	26.7	95.2	5.3	-8.2	6.6	0.5
CCCOC(=O)c1ccc(NC(=O)c2ccoc2C)cc1	0.0	8.7	103.5	17.4	-4.4	140.9*	-44.3	-4.4	-114.9	0.8
CC(C)C(=O)Nc1cccc(NC(=S)NC(=O)C(c2ccccc2)c2ccccc2)c1	-0.1	-0.2	101.5	17.2	4.7	94.4	6.2	3.5	-3.5	0.8
Cc1ccc2c(c1)C1(OCCO1)C(=O)N2	-0.1	-2.6	100.5	3.3	3.9	98.2	1.9	0.9	-21.0	1
Cc1ccc(NC(=O)CSc2nnc(CCCCCNC(=O)OC(C)(C)C)o2)c(C)c1	-0.3	2.7	102.0	3.8	1.7	95.4	5.0	17.1	-2.2	1
CC(C)OCCCNC(=O)c1cccc(NC(=O)c2ccccc2)c1	-0.4	-0.7	98.5	-3.2	4.1	96.7	3.7	-1.8	-10.8	1
COCCn1nnnc1SCC(=O)Nc1ccc2c(c1)OCO2	0.2	6.1	98.3	39.0	4.3	104.7	-7.0	9.7	-37.2	0.6
O=c1[nH]ncc(N/N=C\c2ccncc2)c1Cl	-0.5	6.0	96.3	0.3	8.4	102.1	-2.6	0.5	-12.4	1
Clc1cccc(Oc2cnns2)c1Cl	0.1	9.1	98.6	12.6	3.2	102.6	-2.9	1.5	24.4	0.9

6 of the compounds above, with bars between the fields.
compound | Hsp70 activator | G6PDH counter | STAT3 act | Diaphorase inh | STAT3 inh | STAT1 activator | STAT1 inh | TLR4-MyD88 BLA | APP transl inh | Diaphorase act
Cc1cc(C(=O)N=Nc2c(O)n(C(C)C)c3ccccc23)n[nH]1 | 0.3 | 4.3 | 79.0 | 54.0* | 26.7 | 95.2 | 5.3 | -8.2 | 6.6 | 0.5
CCCOC(=O)c1ccc(NC(=O)c2ccoc2C)cc1 | 0.0 | 8.7 | 103.5 | 17.4 | -4.4 | 140.9* | -44.3 | -4.4 | -114.9 | 0.8
CC(C)C(=O)Nc1cccc(NC(=S)NC(=O)C(c2ccccc2)c2ccccc2)c1 | -0.1 | -0.2 | 101.5 | 17.2 | 4.7 | 94.4 | 6.2 | 3.5 | -3.5 | 0.8
Cc1ccc2c(c1)C1(OCCO1)C(=O)N2 | -0.1 | -2.6 | 100.5 | 3.3 | 3.9 | 98.2 | 1.9 | 0.9 | -21.0 | 1
Cc1ccc(NC(=O)CSc2nnc(CCCCCNC(=O)OC(C)(C)C)o2)c(C)c1 | -0.3 | 2.7 | 102.0 | 3.8 | 1.7 | 95.4 | 5.0 | 17.1 | -2.2 | 1
CC(C)OCCCNC(=O)c1cccc(NC(=O)c2ccccc2)c1 | -0.4 | -0.7 | 98.5 | -3.2 | 4.1 | 96.7 | 3.7 | -1.8 | -10.8 | 1

(next part)
SMILES	Hsp70 activator	G6PDH counter	STAT3 act	Diaphorase inh	STAT3 inh	STAT1 activator	STAT1 inh	TLR4-MyD88 BLA	APP transl inh	Diaphorase act
COc1ccc(-c2nnc3sc(COc4ccccc4)nn23)cc1	-0.4	6.8	102.3	13.7	1.6	102.4	-4.4	-10.7	-18.8	0.9
CCOP(=O)(OCC)C(C#N)=C1SCN(c2ccc(Cl)cc2)CS1	0.5	2.3	97.8	15.5	6.4	98.6	1.6	-12.7	-21.3	0.8
COc1ccc(C)cc1S(=O)(=O)N(C)CC(=O)N1CCN(C)CC1	0.1	1.5	107.8	-8.0	-12.8	101.2	-1.3	5.6	-14.0	1.1
C[n+]1cc(-c2ccccc2)n2c1CCCCC2	-0.3	4.0	94.2	1.3	8.9	98.0	2.2	-0.9	-7.7	1
CC(C(=O)O)n1c(C(F)(F)F)nc2ccccc21 (centres undefined)	-0.5	-3.9	107.6	14.5	-7.9	102.3	-0.7	2.4	13.6	0.9
COc1ccc2c(c1OC)C(=O)N1c3ccccc3N=C(c3ccc([N+](=O)[O-])cc3)CC21 (centres undefined)	-0.4	-2.4	89.6	7.6	8.7	98.7	1.5	1.2	-0.6	0.9
COc1cccc(/C=N/NC(=O)COc2cccc3cccnc23)c1O	-0.2	0.0	89.9	-2.0	12.9	104.9	-4.6	-12.5	8.1	1
CCN(C(=O)COC(=O)c1ccc(N2C(=O)c3ccccc3C2=O)cc1)C1CCS(=O)(=O)C1 (centres undefined)	-0.5	0.7	92.1	4.5	14.4	109.7	-11.9	-9.6	1.9	1
CCOC(=O)c1ccc(-n2c(C)nc3c(cnn3-c3ccccc3C)c2=O)cc1	-0.2	11.0	101.6	7.5	3.3	98.3	1.9	-9.1	-2.2	0.9
Cc1nn2c(C)nc3sc4c(c3c2nc1=O)CC(C)(C)OC4	-0.2	5.7	115.0	3.2	-15.0	103.6	-4.0	0.9	-11.8	1
O=C(NCC1COc2ccccc2O1)c1ccccc1 (centres undefined)	0.4	4.3	116.4	4.3	-17.9	128.0	-30.1	-3.0	-69.3	1
Cc1csc(NC(=O)CCCSc2nc3ccccc3s2)n1	-0.4	6.8	109.7	25.3	-6.6	93.6	6.9	-21.1	-17.1	0.7
COc1cc(C(=O)Nc2ccc(S(=O)(=O)Nc3ncccn3)cc2)c([N+](=O)[O-])cc1OC	0.1	2.6	105.0	29.2	-1.2	96.9	0.1	-3.8	2.2	0.7
O=C(O)c1cccc(S(=O)(=O)N2CCSCC2)c1	-0.2	2.1	100.8	18.0	9.0	101.1	-1.2	-10.3	3.4	0.8
Clc1ccc(/C=N/N2CCN(Cc3ccccc3Cl)CC2)cc1	-0.3	5.9	89.7	7.6	16.4	102.0	-2.5	-1.8	-0.5	0.9
Cc1cc(C)n2nc(C(=O)OCC(=O)N(CC(C)C)CC(C)C)nc2n1	-0.1	0.1	95.5	2.1	13.9	101.5	-1.4	-7.5	-4.4	1
COc1ccc(CNC(=O)c2cccc(N(C)C)c2)cc1	-0.3	-3.4	102.4	17.1	0.9	106.1	-4.2	4.4	-10.6	0.8
O=C(/C=C/c1ccc(Br)cc1)c1ccc(NC(=O)c2ccco2)cc1	-0.1	-11.0	100.6	2.6	-1.8	96.5	3.9	3.6	-10.8	1
CC1(C)OC(=O)C(=CNCC(O)c2ccccc2)C(=O)O1 (centres undefined)	-0.1	3.9	102.5	15.0	-0.3	95.3	5.2	-13.3	4.8	0.8
CO[C@H]1C=CO[C@@]2(C)Oc3c(C)c(O)c4c(O)c(c(C=NN5CCN(C6CCCC6)CC5)c(O)c4c3C2=O)NC(=O)C(C)=CC=C[C@H](C)[C@H](O)[C@@H](C)[C@@H](O)[C@@H](C)[C@H](OC(C)=O)[C@@H]1C	0.1	14.4	.	84.4*	.	.	.	.	.	0.2
COc1ccc(C)cc1N/C(N)=N/c1nc(C)cc(C)n1	-0.1	3.2	93.7	-6.5	9.7	84.8	15.8	1.7	13.1	1.1
Cn1c(-c2ccccc2)c[n+]2c1-c1ccccc1C2	-0.3	-0.9	94.5	4.2	2.5	93.3	7.3	-1.0	-9.2	1
CCS(=O)(=O)c1ccc(C(=O)NC2CC2)c(Cl)c1Cl	-0.2	12.7	101.8	8.5	7.3	96.5	4.0	-13.1	-6.0	0.9
COc1cccc(NC(=O)CN(c2ccc3c(c2)OCO3)S(C)(=O)=O)c1	-0.3	16.1	100.6	-8.3	-0.1	102.2	-1.7	-10.1	-3.3	1.1
COc1cc(C(=O)Nc2nnc(C3CC3)s2)ccc1OCc1c(C)noc1C	-0.2	3.2	89.6	1.1	19.8	93.2	7.5	2.6	-6.7	1
CCOC(=O)C1CCCN(Cc2cc(=O)oc3cc(C)c(C)cc23)C1 (centres undefined)	0.0	5.4	100.4	12.9	5.3	98.4	1.6	6.8	9.3	0.9
COc1ccc(-c2cc(CCCC(=O)NCc3ccccn3)no2)cc1	0.0	3.5	73.9	10.9	38.7	92.8	7.9	6.3	-2.5	0.9
NS(=O)(=O)c1cccc(NC(=O)COC(=O)/C=C/c2ccco2)c1	0.3	16.0	89.8	13.0	16.8	97.6	-0.3	5.2	-5.6	0.9
O=C(NC1CCCCC1)C(c1ccccc1)N(C(=O)Cc1ccsc1)c1ccccc1 (centres undefined)	-0.3	-0.1	97.1	7.5	9.2	104.1	-4.5	5.3	-1.7	0.9
COc1ccc(Cc2[nH]n3c(=O)cc(C)nc3c2-c2ccccc2)cc1	0.0	14.4	105.3	3.8	1.4	98.0	1.3	7.1	-12.6	1
CC(C)(C)NC(=O)C(=O)NNC(=O)c1ccco1	-0.3	18.8	102.0	14.7	3.0	101.7	-3.3	-13.3	0.9	0.9
CCOC(=O)c1ccccc1NC(=O)CSc1ccc(-c2cccnc2)nn1	-0.3	12.0	100.9	27.4	3.7	84.1	16.8	-6.1	-1.1	0.7
